Bioassay records (PubChem)
MEKK2mut PB1 HTS: MEK5 binding signal on mutant MEKK2 PB1, primary screen, biochemical, multiplex bead flow cytometry, Alexa488-MEK5; Alexa488-MEK5 binding to MEKK2 mutant; percent response, % at 10 µM; hit rate 0.35% among 290,000; AID 1530, 2009; in the data active = percent response above about 24%, passing the limit was not always enough; note: inactives centre near 1; some results filed as inactive read as strong as hits
IMP-1 inhibitor: IMP-1 metallo-beta-lactamase inhibitors, primary screen, biochemical, epi-absorbance readout, Pseudomonas aeruginosa enzyme. purified IMP-1, nitrocefin hydrolysis, epi-absorbance fluorescence. hit rate 0.45% among 290,000. inhibition, % at 5.6 µM. AID 1556, 2009. metallo-beta-lactamase IMP-1 (Pseudomonas aeruginosa);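 active = inhibition above the mean plus 3 SD of all compounds in the same screening run, cut at about 4.5% in these data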;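 note: 0% = IMP-1 with DMSO and 100% = DMSO wells lacking enzyme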
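System: purified recombinant IMP-1 beta-lactamase. Medium: Zinc- and detergent-supplemented HEPES buffer, pH 7.1. Compound: one 5.6 µM dose […]. Schedule: 15 min preincubation plus 25 min reaction at 25 °C. Technique: Epi-absorbance fluorescence, 480 nm excitation, 530 nm emission.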
SUMO HTRF inh: inhibitors of in vitro SUMOylation cascade, primary screen, biochemical, HTRF, uHTS; SUMO-conjugating enzyme UBC9 (Homo sapiens), P63279; HTRF SUMOylation assay, SAE1/SAE2 + UBC9; inhibition, % at 35 µM; hit rate 0.36% among 290,000; in the data active = inhibition above about 50%, passing the limit was not always enough; note: strong numbers were not always called active
Target sequence (P63279 whole entry, looked up): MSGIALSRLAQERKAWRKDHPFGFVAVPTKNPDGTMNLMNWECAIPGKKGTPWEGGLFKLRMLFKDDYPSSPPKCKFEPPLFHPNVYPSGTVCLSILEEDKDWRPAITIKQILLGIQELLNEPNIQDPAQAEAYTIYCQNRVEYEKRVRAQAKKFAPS
NALP1 inh: NALP1 inflammasome inhibitors in reconstituted yeast, colorimetric, S. cerevisiae, triplicate retest. S. cerevisiae NALP1/ASC/caspase-1 growth, X-gal OD620, 72 h. inhibition, % at 10 µM. hit rate 0.61% among 280,000. AID 2071, 2009; in the data active = inhibition mostly above about 24%, no sharp cut-off; inactive = mostly below about 32%; note: some compounds called inactive have numbers as strong as hits
HCV NS3 hel inh: inhibitors of HCV NS3 helicase, primary screen, biochemical, Cy5 molecular beacon fluorescence; Hepatitis C virus NS3 helicase; NS3 helicase DNA unwinding; inhibition, % at 10.9 µM; hit rate 0.56% among 290,000; AID 1800, 2009;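 active = inhibition above the mean of all tested compounds plus 3 SD, set per campaign, cut at about 35% in these data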;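 note: 0% = DMSO wells and 100% = thioflavine S control wells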
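test system = hepatitis C virus NS3 helicase domain fragment enzyme | reagent = annealed dual-labelled DNA beacon duplex, ATP-started | times = 1 h at 25 °C | detection = Cy5 fluorescence, 0 and 60 min reads | read-out basis = percent inhibition from t60/t0 fluorescence ratio | control set = DMSO and thioflavine S | replication = one well per compound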
MEKK2 WT-MEK5: modulators of MEK5 binding to wildtype MEKK2, primary screen, biochemical, multiplex bead flow cytometry, Alexa488-MEK5; binding response (% of control), % at 10 µM; hit rate 1.1% among 290,000; Alexa488-MEK5 binding to MEKK2 WT; actives lie on both sides; in the data active = binding response below about 67% or above about 130%
DNA FID counter: compounds displacing fluorescent DNA intercalator, primary screen, artefact control for HCV NS3 helicase inhibitor project, biochemical, FID fluorescence | DNA fluorescent intercalator displacement | inhibition, % at 7.9 µM | hit rate 0.17% among 290,000 | AID 1845, 2009; in the data active = inhibition above about 37%;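 note: 0% = vehicle and 100% = reference compound; higher means more ethidium bromide displaced from hairpin DNA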
M18AAP inhibitor: PfM18AAP inhibitors, malaria aminopeptidase, primary screen, biochemical, QFRET, recombinant enzyme. M18 aspartyl aminopeptidase (Plasmodium falciparum 3D7). H-Glu-NHMec fluorogenic cleavage. hit rate 1.2% among 290,000. AID 1822, 2009. inhibition, % at 7.35 µM;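 active = inhibition above the campaign mean inhibition over all tested compounds plus 3 SD, cut at about 28% in these data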;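 note: 0% = plate median of test compound wells and 100% = 2 mM ZnCl2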
VIM-2 inh: VIM-2 metallo-beta-lactamase inhibitors, primary screen, biochemical, epi-absorbance readout, Pseudomonas aeruginosa enzyme; purified VIM-2, nitrocefin hydrolysis, epi-absorbance fluorescence; inhibition, % at 5.6 µM; hit rate 0.89% among 290,000; AID 1527, 2009;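 active = inhibition above the mean of all tested compounds plus 3 SD, cutoff set per screening run, cut at about 7.5% in these data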;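 note: red hydrolysis product quenches plate fluorescence so inhibitors raise well fluorescence; 0% = enzyme with DMSO and 100% = DMSO without enzyme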
Starred values were filed as active, the others as inactive; . = no result given.

SMILES	MEKK2mut PB1 HTS	IMP-1 inhibitor	SUMO HTRF inh	NALP1 inh	HCV NS3 hel inh	MEKK2 WT-MEK5	DNA FID counter	M18AAP inhibitor	VIM-2 inh
Cc1[nH]c2ccccc2c1/C=N/Nc1nc2ccccc2[nH]1	19	-4.8	-20	.	-47	140*	15	14	-2.5
COc1cc([N+](=O)[O-])cc(/C=N/NC(=O)c2ccc(NC(=O)c3ccc(C)cc3)cc2)c1O	-5	-3.8	6	27	15	93	-10	5	-3.2
O=C(O)CSCC(=O)Nc1ccc(-c2nc3ccccc3s2)cc1	-2	-2.0	12	12	14	96	-28	14	0.5
CC/C(=N\NC(N)=O)c1ccc(OC(F)F)cc1	4	-3.3	-12	0	6	100	-10	-9	-0.3
Cc1cccnc1NC(=S)NC(=O)c1oc2ccccc2c1C	-4	-2.0	9	15	5	94	-13	6	-2.3
Cc1ccc(NC(=O)CCl)cc1S(=O)(=O)N1CCCCCC1	0	-4.9	-3	-5	2	102	0	5	-6.5
CCc1ccc(CN2CCC(n3nccc3NC(=O)c3ccccc3Cl)CC2)cc1	11	0.0	10	11	-9	117	12	-6	-2.0
COc1ccc(C(=O)C2CCCN(C(=O)c3cc(C)on3)C2)cc1F (centres undefined)	-1	-3.3	15	4	9	97	-22	-7	-2.5
COc1cccc(/C=N/NC(=O)CNC(=O)c2ccco2)c1O	-4	-0.8	8	-42	13	90	-2	10	-3.3
COc1ccc2c(c1OC)C(=O)N1N=C(c3ccc(O)cc3)CC21 (centres undefined)	.	-3.2	10	37	6	.	-7	-4	-2.5
O=C(CSc1ccc(-c2ccc(F)cc2)nn1)N1CCCc2ccccc21	7	0.8	-1	32	-10	101	-30	4	-2.5
O=S(=O)(Nc1cccc(Cl)c1)c1ccc(-n2cccn2)cc1	5	-2.8	-6	-9	-19	104	-13	9	-2.2
CCN1C(=O)/C(=C\c2cn(-c3ccccc3)nc2-c2cccnc2)SC1=S	-6	-4.5	26	-10	5	85	-8	-5	-1.8
CCOC(=O)C1CCN(S(=O)(=O)c2ccc(C(C)=O)cc2)CC1	2	-3.4	-47	-8	-7	93	-3	-7	-1.9
O=C(Nc1ccccc1C(=O)N1CCCC1)c1cccc(S(=O)(=O)N2CCCCC2)c1	2	-2.2	10	15	-1	107	-25	-1	-0.9
O=C(CSc1nnc(-c2ccc3c(c2)OCO3)n1-c1ccccc1)c1ccc(Cl)cc1	0	-1.4	-7	26	1	102	-7	-6	0.9
CS(=O)(=O)c1ccc(C(=O)OC2CCOC2=O)cc1[N+](=O)[O-] (centres undefined)	2	-2.0	8	6	-3	107	-7	-3	0.7
FC(F)(F)c1ccc(CN2CCN(Cc3ccco3)CC2)cc1	14	0.8	8	15	0	116	2	-3	-1.8
COC(=O)c1ccccc1NC(=O)c1ccc(COc2cccc3ccccc23)o1	0	-4.0	0	13	15	95	-7	6	-2.1
Cn1cccc1C(=O)c1ccc(Cl)cc1Cl	-1	-0.9	6	5	-7	97	-7	-4	-1.6

Shown with values under each structure: entries from further up.
Fields – MEKK2mut PB1 HTS | IMP-1 inhibitor | SUMO HTRF inh | NALP1 inh | HCV NS3 hel inh | MEKK2 WT-MEK5 | DNA FID counter | M18AAP inhibitor | VIM-2 inh
> O=C(CSc1ccc(-c2ccc(F)cc2)nn1)N1CCCc2ccccc21
    7 | 0.8 | -1 | 32 | -10 | 101 | -30 | 4 | -2.5
> O=S(=O)(Nc1cccc(Cl)c1)c1ccc(-n2cccn2)cc1
    5 | -2.8 | -6 | -9 | -19 | 104 | -13 | 9 | -2.2
> CCN1C(=O)/C(=C\c2cn(-c3ccccc3)nc2-c2cccnc2)SC1=S
    -6 | -4.5 | 26 | -10 | 5 | 85 | -8 | -5 | -1.8
> CCOC(=O)C1CCN(S(=O)(=O)c2ccc(C(C)=O)cc2)CC1
    2 | -3.4 | -47 | -8 | -7 | 93 | -3 | -7 | -1.9

More results:
SMILES	MEKK2mut PB1 HTS	IMP-1 inhibitor	SUMO HTRF inh	NALP1 inh	HCV NS3 hel inh	MEKK2 WT-MEK5	DNA FID counter	M18AAP inhibitor	VIM-2 inh
N/C(=N\S(=O)(=O)c1cc(C(F)(F)F)cc(C(F)(F)F)c1)c1ccccc1	3	-2.9	17	19	-1	101	-13	-8	-1.5
O=C(N/N=C/c1cn(-c2ccccc2)nc1-c1cccs1)c1ccccc1F	-1	-2.5	-18	22	0	96	-9	0	-0.2
CC1Cc2ccccc2N1C(=O)CN1CCCCC1 (centres undefined)	11	-3.1	14	10	-3	109	2	-1	-1.9
CCOc1ccc(C(C)=O)cc1COc1ccc(-c2nnco2)cc1	3	-1.0	5	10	-13	101	-34	5	-1.3
O=C1/C(=C/c2ccc([N+](=O)[O-])cc2)CCC1C1CCCC1 (centres undefined)	9	-1.5	1	9	8	107	-8	15	2.2
Cc1c(C(=O)N2CCC[C@H]2CO)oc2c(F)cccc12	8	-1.2	6	2	10	112	-17	-7	-1.6
O=[N+]([O-])c1cccc2c(S(=O)(=O)N3CCCCC3)cccc12	-1	-5.1	1	31	3	96	-6	-2	-2.2
CCc1ccc(N(C(=O)Cn2nnc(-c3ccccc3)n2)C(C(=O)NC2CCCCC2)c2ccccn2)cc1 (centres undefined)	1	-5.4	11	8	3	101	-7	2	-5.6
CCOC(=O)N1CCN(C(=O)CN(c2ccccc2)S(C)(=O)=O)CC1	-9	-2.2	16	23	-3	76	-5	3	1.2
S=C(NCc1ccccc1)N/N=C/c1cccs1	0	-1.7	7	-3	-1	99	-9	-4	-2.1
Nc1nonc1N/N=C\c1ccccc1	15	-2.0	-2	-2	7	105	-1	8	-2.8
CC(C)(C)OC(=O)NCCCC(CCCNC(=O)OC(C)(C)C)C(=O)O	1	-2.9	24	6	4	96	-32	-1	-2.1
O=C(CSc1nc(Cc2ccccc2)nc2ccccc12)Nc1nc2c(s1)CCCC2	6	-2.4	-14	28	-4	100	-4	5	-4.9
CCCCN(c1ccc(C(=O)OC)cc1)S(=O)(=O)c1ccccc1	0	-3.6	-28	13	-22	101	-16	-10	-0.3
COc1cccc(OC)c1C(=O)Nc1nc(COc2ccccc2)cs1	1	-0.3	-15	7	-3	108	-1	-2	-1.3
CS(=O)(=O)c1ccccc1C(=O)Nc1ccccc1Cc1ccccc1	1	-2.4	8	6	-2	103	-13	-2	-3.5
COc1ccc(-c2nnn(CC(=O)N(CCN3CCOCC3)C(C(=O)NC3CCCCC3)c3ccco3)n2)cc1 (centres undefined)	-8	-3.4	0	6	-6	100	-8	3	-4.0
Cn1cc(/C=C(\NC(=O)c2ccccc2Cl)C(=O)NCCN2CCOCC2)c2ccccc21	4	-2.0	7	11	-5	106	5	-2	0.8
Cn1nc(C(=O)NCc2ccc(F)cc2)c2ccccc2c1=O	-3	0.9	.	.	-4	99	-7	-4	-0.5
CCc1nc2ccccc2nc1N1CCN(S(=O)(=O)c2c(C)cc(Cl)cc2C)CC1	-4	-2.6	4	20	-16	98	-4	-14	-0.7
N#Cc1c(NC(=O)C2CC=CCC2C(=O)O)sc2c1CCCCCC2 (centres undefined)	1	-4.2	4	34	29	101	-29	7	-1.6
CC(C)CC(NC(=O)C1CCCCC1)C(=O)NCc1ccccn1 (centres undefined)	1	-1.7	13	10	4	102	-7	-2	-2.0
COc1ccc(C(=O)Nc2cccc(/C(C)=N/NC(=O)c3ccc([N+](=O)[O-])cc3)c2)cc1OC	1	-1.4	20	-8	10	100	-3	-3	-1.2
Cn1cc(S(=O)(=O)N2CCc3ccccc32)cc1C(=O)Nc1ccc(Cl)cc1	2	-2.3	-5	15	-18	111	-23	-3	-1.1
Cc1ccc(C(=O)N/C(=C\c2cccc([N+](=O)[O-])c2)C(=O)NC(Cc2ccccc2)C(=O)O)cc1 (centres undefined)	7	-1.4	5	6	24	109	-13	-2	-2.5
CCOC(=O)c1c(NC(=O)c2ccccc2)sc2c(O)c(CN(CC)CC)ccc12	-1	-2.2	5	1	-1	107	-3	18	-3.1
Cc1nc(-c2ccccc2)sc1-c1nc(-c2ccncc2)ncc1S(=O)(=O)c1ccccc1	.	-4.1	-13	17	-2	.	0	-8	-5.2
COc1nnc(-c2ccc(C)c(S(=O)(=O)NC(C)(C)CO)c2)c2ccccc12	7	-3.0	-2	2	8	105	-23	5	2.2
Cc1cc(C)nc(N2CCCC(C(=O)NC3CC3)C2)n1 (centres undefined)	9	-3.2	19	-5	7	100	-6	1	-3.6
CC(=O)N1C(C)(C)CC(=NOS(=O)(=O)c2ccccc2)CC1(C)C	3	-2.0	14	22	7	98	1	9	-2.5
COc1ccc(CC(=O)N2N=C(C)CC2(O)C(F)(F)F)cc1OC (centres undefined)	-1	-4.0	15	9	5	100	-5	4	-1.5
O=C(C1CCCN1S(=O)(=O)c1cccc2nsnc12)N1CCN(c2ccc(F)cc2)CC1 (centres undefined)	0	-1.7	14	3	3	99	-34	-8	-1.1
CCCn1nnc(NC(=O)COc2ccc(CC)cc2)n1	3	-2.1	5	-7	10	99	-10	-3	-1.3
O=C(O)C1CCC(c2ccc(-c3ccccc3)cc2)CC1 (centres undefined)	2	-1.1	23	-4	7	98	-38	-15	0.0
COC(=O)C1=CN(C2CC2)C=C(C(=O)OC)C1c1ccc(C(F)(F)F)cc1	0	-1.7	17	6	15	102	1	-14	0.3
CCN(CC)S(=O)(=O)c1ccc(NC(=O)C2CCCO2)cc1 (centres undefined)	2	-0.4	1	-5	0	99	-1	1	-2.0
COc1ccccc1CCC(=O)OCc1csc(CC(=O)Nc2ccccc2C)n1	1	-1.8	-16	10	-2	104	-32	4	-0.1
O=C(N/N=C/c1cccnc1)c1ccc(F)cc1	11	-3.3	17	4	8	113	-7	0	-0.9
Cc1ccc(C(=O)c2cc([N+](=O)[O-])ccc2N2CCOCC2)cc1	2	-4.5	13	1	-6	102	0	-9	-3.3
Cc1ccc(NC(=O)CSc2nc(N)cc(N)n2)cc1S(=O)(=O)N1CCOCC1	1	0.2	12	1	22	100	-5	22	0.6
CC1CN(C(=O)c2cc3c(s2)CCC3)CC(C)O1 (centres undefined)	-8	-2.8	-20	1	4	89	-5	-4	-1.5
CC(=O)Nc1cccc(C(=O)/C=C/c2ccc(C)cc2)c1	20	-2.7	-3	29	-6	103	-16	15	-2.8
CCOC(=O)Cc1csc(SCC(=O)NC(C)C23CC4CC(CC(C4)C2)C3)n1 (centres undefined)	-2	-3.2	-1	34	-11	93	-41	0	-0.5
Cc1cc(C)nc(NC(=O)c2cccc(Br)c2)n1	8	-3.2	-2	9	8	107	0	0	-2.7
Cc1ccccc1N1CCN(CCCN2C(=O)C3CCCCN3C2=O)CC1 (centres undefined)	0	-1.2	10	23	-10	105	-1	-4	0.1
CCOC(=O)c1cc2n(c1/N=C/N(C)C)-c1ccccc1C2=O	-7	-0.6	14	4	4	83	-5	8	-5.8
